Screens from PubChem BioAssay.
Lipid storage S3: qHTS Assay for Lipid Storage Modulators in Drosophila S3 Cells | Drosophila S3 cells, BODIPY lipid droplet fluorescence, 18-24 h; cells fed with added oleic acid | lipid storage change, negative = inhibition, % at the top dose, mostly 46.1 µM; hits show Potency in µM | 320,000 compounds, 0.64% hits | AID 2685; active = well fitted inhibition curve with a large enough effect in the signal ratio, with a control signal flat, not every such curve was filed as active; inconclusive = small, poorly fitted or top-dose-only effect, or effect the other way, or a change in a side signal; the % refers to the signal ratio
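Drosophila S3 cells loaded with oleic acid (400 uM, as added) and compounds at several concentrations; lipid droplets imaged by 488-nm laser-scanning cytometry, 500–530 nm intensity and object ratio to cell channel. Percent activity normalized to 20 uM Triacsin C.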
Lipid storage S3 cell count max: also measured in Lipid storage S3; calls as there; cell number change, %; measured here: cell count max response;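 cells counted by Cell Tracker Red CMTPX staining in the red channel; peak over a dose series mostly up to 46.1 µM; percent activity relative to internal control wells on each plate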
* hit, by the source's call; [ ] = another dose, or the depositor's remark. % is set by controls: 0 for no effect and ±100 for the full control effect; potency is the fitted concentration of half-maximal effect.

CCN1C(=O)[C@H]2[C@@H](c3ccc(-c4cc(C(C)=O)cs4)cc3)N3CCCC[C@@]3(C(=O)OC)[C@H]2C1=O was read as Lipid storage S3 16% and Lipid storage S3 cell count max 25.
For CCOc1ncccc1C(=O)OCC(=O)c1cccs1 the results were Lipid storage S3 -13% and Lipid storage S3 cell count max -19.
For Cc1cc(C)c(-c2csc(Cc3nc(-c4cc5ccccc5oc4=O)cs3)n2)cc1C the results were Lipid storage S3 inconclusive.
Cc1ccc(S(=O)(=O)CC(=O)Nc2nc(-c3ccccc3)cs2)cc1 was read as Lipid storage S3 inactive.
`Cc1cc(C)c(C(=O)C(C)OC(=O)Cc2n[nH]c(=O)c3ccccc23)cc1C` (centres undefined) gave Lipid storage S3 inconclusive.
For COc1ccc(NC(=O)CSc2nnnn2-c2ccccc2F)cc1 the results were Lipid storage S3 inconclusive.
COc1ccc(-c2nc(CS(=O)CC(=O)NCc3ccc4c(c3)OCO4)c(C)o2)cc1 (centres undefined) was read as Lipid storage S3 inconclusive.
`COc1ccccc1C(=O)C1CCCN(C(=O)c2cc(CC(C)C)nc(C)n2)C1` (centres undefined) gave Lipid storage S3 12% and Lipid storage S3 cell count max -1.
For CCc1ccc(NC(=S)N(CCOC)C2CCN(C(C)=O)CC2)cc1 the results were Lipid storage S3 inconclusive.
`COc1ccc(CN(Cc2cccn2C)S(=O)(=O)c2ccc(C)cc2)cc1` gave Lipid storage S3 inconclusive.
`COc1ccc(C(CNC(=O)c2ccc(N3CCCC3=O)cc2)N(C)C)cc1` (centres undefined) gave Lipid storage S3 17% and Lipid storage S3 cell count max -9.
COc1ccccc1CNC(=O)COc1ccc(S(=O)(=O)N2CCOCC2)cc1C was read as Lipid storage S3 inconclusive.
Screening Cc1c(Cl)cccc1NC(CC(=O)c1ccccc1)C(=O)O (centres undefined) returned Lipid storage S3 -8% and Lipid storage S3 cell count max -1.
Screening CN(C)/C=C(\C#N)C(=O)c1cccnc1Oc1cccc(F)c1 returned Lipid storage S3 -11% and Lipid storage S3 cell count max 1.
Cc1oc2cc(OC(C)C(=O)O)ccc2c(=O)c1Oc1ccccc1 (centres undefined) was read as Lipid storage S3 -15% and Lipid storage S3 cell count max -11.

4 successive records already listed, quoted:
CCN1C(=O)[C@H]2[C@@H](c3ccc(-c4cc(C(C)=O)cs4)cc3)N3CCCC[C@@]3(C(=O)OC)[C@H]2C1=O was read as Lipid storage S3 16% and Lipid storage S3 cell count max 25.
For CCOc1ncccc1C(=O)OCC(=O)c1cccs1 the results were Lipid storage S3 -13% and Lipid storage S3 cell count max -19.
For Cc1cc(C)c(-c2csc(Cc3nc(-c4cc5ccccc5oc4=O)cs3)n2)cc1C the results were Lipid storage S3 inconclusive.
Cc1ccc(S(=O)(=O)CC(=O)Nc2nc(-c3ccccc3)cs2)cc1 was read as Lipid storage S3 inactive.

The main list resumes, starting three compounds before the break.
Screening Cc1c(Cl)cccc1NC(CC(=O)c1ccccc1)C(=O)O (centres undefined) returned Lipid storage S3 -8% and Lipid storage S3 cell count max -1.
Screening CN(C)/C=C(\C#N)C(=O)c1cccnc1Oc1cccc(F)c1 returned Lipid storage S3 -11% and Lipid storage S3 cell count max 1.
Cc1oc2cc(OC(C)C(=O)O)ccc2c(=O)c1Oc1ccccc1 (centres undefined) was read as Lipid storage S3 -15% and Lipid storage S3 cell count max -11.
Cc1cc(C)c(C(=O)CN2C(=O)NC3(CCC(C)CC3)C2=O)cc1C (centres undefined) was read as Lipid storage S3 inconclusive.
For Cn1c(COc2ccccc2)nc2ccccc21 the results were Lipid storage S3 inconclusive.
Cc1onc(-c2ccc(Cl)cc2Cl)c1-c1csc(COc2ccccc2)n1 was read as Lipid storage S3 6% and Lipid storage S3 cell count max 3.
`CCSc1nnc(NC(=O)CSc2c(Cl)cccc2Cl)s1` gave Lipid storage S3 -16% and Lipid storage S3 cell count max -4.
`COc1ccc(-n2c(Cc3cccn3C)nnc2SCC(=O)Nc2ccc(F)cc2)cc1` gave Lipid storage S3 2% and Lipid storage S3 cell count max -2.
`O=C(NC1CC1)c1ccc(CSCc2ccccc2Cl)o1` gave Lipid storage S3 inconclusive.
Screening CCOC(=O)C1(Cc2cccc(OC)c2)CCCN(CCO)C1 (centres undefined) returned Lipid storage S3 -7% and Lipid storage S3 cell count max 8.
CCN(CC)S(=O)(=O)c1ccc2[nH]cc(C(=O)NCCN3CCCCC3C)c(=O)c2c1 (centres undefined) was read as Lipid storage S3 1% and Lipid storage S3 cell count max 1.
C=CCn1c(SCC(=O)Nc2cc(NC(C)=O)ccc2OC)nnc1-c1cccnc1 was read as Lipid storage S3 inconclusive.
For O=[N+]([O-])c1ccccc1S(=O)(=O)Nc1ncccn1 the results were Lipid storage S3 18% and Lipid storage S3 cell count max 22.
`CC(C)C(C)NC(=O)COC(=O)c1cc(S(=O)(=O)N(C)C)ccc1N1CCCC1` (centres undefined) gave Lipid storage S3 6% and Lipid storage S3 cell count max 6.
`CCOC(=O)N1CCN(C(=O)C2CCN(c3ncnc4c3sc3cccc(F)c34)CC2)CC1` gave Lipid storage S3 inconclusive.
Screening Cn1nnnc1SCC(=O)NNC(=O)c1ccc(Cl)cc1 returned Lipid storage S3 18%[9.22 µM] and Lipid storage S3 cell count max -11.
Screening O=S(=O)(Nc1ccc(-c2cn3c(n2)SCC3)cc1)c1ccccc1F returned Lipid storage S3 19% and Lipid storage S3 cell count max -2.
For CC(=O)Nc1ccc(S(=O)(=O)N(C)CC(=O)OC2CCCCC2=O)cc1 (centres undefined) the results were Lipid storage S3 -9% and Lipid storage S3 cell count max -29.
`CC[n+]1c(C)sc2sc3ccccc3c21` gave Lipid storage S3 inconclusive.
CC1CCCC(C)N1c1nnc(NC(=O)c2cc(-c3ccc(Br)cc3)on2)s1 (centres undefined) was read as Lipid storage S3 inconclusive.
`O=C(CN(Cc1ccc(Cl)cc1)C(=O)c1csnn1)NCc1ccccc1` gave Lipid storage S3 inactive and Lipid storage S3 cell count max -7.
`Nc1cc(C(=O)OCC(=O)N2CCCC2=O)ccc1Cl` gave Lipid storage S3 inactive.
For NS(=O)(=O)c1ccc(NC(=S)N2CCN(c3ccc(Cl)c(Cl)c3)CC2)cc1 the results were Lipid storage S3 inconclusive.
For Cc1ccc2c(c1)N(C(=O)CCC(=O)Nc1ccccc1Cl)CC(C)O2 (centres undefined) the results were Lipid storage S3 inconclusive.
CCC(=O)Nc1nc2ccc(NC(C)=O)cc2s1 was read as Lipid storage S3 inactive and Lipid storage S3 cell count max 2.
For CCOc1ccccc1NC(=O)C1CCN(S(=O)(=O)c2c(C)noc2C)CC1 the results were Lipid storage S3 inconclusive.
For Cc1ccc2c(c1)N(C(=O)CCC(=O)N1CCOCC1)CC(C)O2 (centres undefined) the results were Lipid storage S3 inconclusive.
O=C(O)c1ccc(N=Nc2c(O)ccc3ncccc23)cc1 was read as Lipid storage S3 inconclusive.
CC(C)c1onc(C(=O)Nc2cccc(Cl)c2)c1[N+](=O)[O-] was read as Lipid storage S3 inconclusive.
`O=C(COc1ccccc1)NCCc1nc2ccccc2[nH]1` gave Lipid storage S3 inactive and Lipid storage S3 cell count max 26.
CCN(CC)S(=O)(=O)c1ccc(N2CCCC2)c(NC(=O)Cc2ccccc2)c1 was read as Lipid storage S3 19% and Lipid storage S3 cell count max 6.
`O=C(NCCCN1CCOCC1)C(=O)N/N=C/c1c(Cl)cccc1Cl` gave Lipid storage S3 3% and Lipid storage S3 cell count max 5.
CCOC(=O)/C=C/C(=O)Nc1cc(S(=O)(=O)Nc2ccc(OC)cc2)ccc1N1CCOCC1 was read as Lipid storage S3 inconclusive.
CC(C)(C)c1nc2sc3c(c2c(=O)o1)CCCC3 was read as Lipid storage S3 inconclusive.
`CCC(C)(C)NC(=O)C(c1ccc(C)cc1)N(Cc1ccco1)C(=O)CCC(=O)Nc1nccs1` (centres undefined) gave Lipid storage S3 inconclusive.
`O=C(Nc1ncccc1O)c1cc2ccccc2o1` gave Lipid storage S3 inconclusive.
Screening CC(C)(C)NS(=O)(=O)c1cc(C(=O)Nc2sccc2C#N)ccc1Cl returned Lipid storage S3 -3% and Lipid storage S3 cell count max -4.
For Cc1ccc(NC(=O)C2CCN(S(=O)(=O)c3ccc4c(c3)OCCO4)CC2)nc1 the results were Lipid storage S3 inconclusive.
Screening Cc1nn(C)c(Oc2ccccc2)c1CCNS(=O)(=O)c1ccccc1 returned Lipid storage S3 inconclusive.
For COCCn1c(C)cc(C(=O)CSc2ccc(NC(C)=O)cc2)c1C the results were Lipid storage S3 inconclusive.
`O=[N+]([O-])c1cccc2ccc(/C=C/c3ccc(F)cc3)nc12` gave Lipid storage S3 inconclusive.
`CCCc1cc(=O)oc2c(C)c(OCC(=O)N3CCC(C(=O)O)(c4ccccc4)CC3)ccc12` gave Lipid storage S3 inconclusive.
`CCOc1cc(/C=N/O)cc(Br)c1OCC(=O)NCc1ccccc1` gave Lipid storage S3 inconclusive.
Cc1nc2ncnn2c(N2CCN(C(=O)Cc3cccs3)CC2)c1C was read as Lipid storage S3 12% and Lipid storage S3 cell count max -9.
For COc1ccccc1Cn1c(-c2ccccc2OC)nc2ccccc21 the results were Lipid storage S3 inconclusive.
For CCCCn1c(=O)nc2n(-c3ccc(Cl)cc3)c3ccccc3cc-2c1=O the results were Lipid storage S3 16%.
Screening COc1ccc(-c2nn(-c3ccccc3)cc2C(=O)O)cc1N returned Lipid storage S3 inconclusive.
For COc1cc(C(C)=O)ccc1OCc1cc(C(=O)N(C)CCC2CCCCO2)no1 (centres undefined) the results were Lipid storage S3 inactive and Lipid storage S3 cell count max 9.
For CCOC(=O)c1ccc(NC(=O)c2ccc(C)c(S(=O)(=O)N3CCOCC3)c2)cc1 the results were Lipid storage S3 inconclusive.
`C=CCc1cc(OC)ccc1OCCOCCC(C(=O)OCC)C(=O)OCC` gave Lipid storage S3 30%.
Cn1c(=O)c2c(nc(OCc3cccnc3)n2Cc2c(F)cccc2Cl)n(C)c1=O was read as Lipid storage S3 inconclusive.
For CC(/C=C\c1ccccc1)=C/C(=O)O the results were Lipid storage S3 inconclusive.
CN(c1ccccc1)S(=O)(=O)c1cccc(C(=O)NCCCN2CCCC2=O)c1 was read as Lipid storage S3 15%.
Screening Cc1cc(OC(=O)c2cc([N+](=O)[O-])ccc2Cl)c([N+](=O)[O-])c(=O)[nH]1 returned Lipid storage S3 inconclusive.
Screening O=C(CN1C(=O)NC(Cc2c[nH]c3ccccc23)C1=O)Nc1ccccc1Br (centres undefined) returned Lipid storage S3 inconclusive.
COc1ccc(/C=C2\CCCC3C2=NN(C(=O)COC(=O)CNC(=O)c2ccccc2)C3c2ccc(OC)cc2)cc1 (centres undefined) was read as Lipid storage S3 inactive.
COc1ncnc2c1sc1nc(-c3ccccc3)c3c(c12)CCCC3 was read as Lipid storage S3 5% and Lipid storage S3 cell count max 7.
CCn1c(=O)c2c3c(sc2n(C)c1=O)CCC3 was read as Lipid storage S3 inactive and Lipid storage S3 cell count max 18.
Cc1ccc(O)c(CCc2ccccc2)n1 was read as Lipid storage S3 inconclusive.
`COc1ccc2[nH]c(C(=O)N(C)c3ccc(F)cc3F)cc2c1` gave Lipid storage S3 9% and Lipid storage S3 cell count max 9.
For O=C(CSc1nc2ccccc2c(=O)n1Cc1ccco1)NCc1ccco1 the results were Lipid storage S3 inconclusive.
For O=C(Nc1ccccc1Cl)c1cccc(NS(=O)(=O)c2ccccc2)c1 the results were Lipid storage S3 inconclusive.
Screening CCOC(=O)c1[nH]ncc1CN1CCCC(C(=O)c2cccc3ccccc23)C1 (centres undefined) returned Lipid storage S3 6% and Lipid storage S3 cell count max -2.
Screening COc1ccc2[nH]c(=O)c(CN(CC3CCCO3)C(=O)Nc3ccccc3)cc2c1 (centres undefined) returned Lipid storage S3 -7% and Lipid storage S3 cell count max -8.
`Cc1ccccc1Cn1cc(/C=N/n2cnnc2)c2ccccc21` gave Lipid storage S3 inconclusive.
C=CCNC(=O)NC(=O)COC(=O)/C(C#N)=C/c1ccc(OC)cc1 was read as Lipid storage S3 inconclusive.
For CCn1cc(S(=O)(=O)N2CCN(Cc3cccc(Cl)c3)CC2)cn1 the results were Lipid storage S3 inconclusive.
For CCc1ccc(NC(=O)CSc2nc3ccsc3c(=O)n2CCCCCC(=O)O)cc1 the results were Lipid storage S3 2% and Lipid storage S3 cell count max 0.
Screening COc1cc(CNCCN(C)C)ccc1OCc1c(F)cccc1Cl returned Lipid storage S3 8% and Lipid storage S3 cell count max -1.
CC(=O)N1CCCc2ccc(NS(=O)(=O)c3ccc(C)c(C)c3)cc21 was read as Lipid storage S3 inconclusive.
Screening COc1ccc(C(=O)N/N=C(\C)CC(=O)Nc2ccc3ccccc3c2)c(OC)c1 returned Lipid storage S3 -5% and Lipid storage S3 cell count max 23.
For Cc1c(CC(=O)NCCC(=O)O)c(=O)oc2cc3oc4c(c3cc12)CCCC4 the results were Lipid storage S3 3% and Lipid storage S3 cell count max -3.
`CCN(c1ccccc1)S(=O)(=O)c1ccc(OC)c(NC(=O)CN(C)C)c1` gave Lipid storage S3 inconclusive.
CCc1c(C(=O)NC2CCCc3ccccc32)[nH]c(C)c1C(C)=O (centres undefined) was read as Lipid storage S3 inconclusive.
For O=C(NCc1ccc2c(c1)OCO2)c1ccc2c(c1)N(Cc1c(F)cccc1Cl)C(=O)CS2 the results were Lipid storage S3 inconclusive.
`Cc1ccc(S(=O)(=O)/C(=C/Cl)NC(=O)c2ccccc2)cc1` gave Lipid storage S3 inconclusive.

Two records drawn at random from the list so far, as already listed:
For Cn1c(COc2ccccc2)nc2ccccc21 the results were Lipid storage S3 inconclusive.
COc1ccc(/C=C2\CCCC3C2=NN(C(=O)COC(=O)CNC(=O)c2ccccc2)C3c2ccc(OC)cc2)cc1 (centres undefined) was read as Lipid storage S3 inactive.

These rows are one share of the data; count on the stated rates, not on these rows.
